KDM4E inh = qHTS Assay for Inhibitors of Human Jumonji Domain Containing 2E (JMJD2E); Lysine-specific demethylase 4E (Homo sapiens), B2RXH2; JMJD2E catalytic domain, FDH-coupled NADH fluorescence (FDH is formaldehyde dehydrogenase); Potency, µM (doses to about 57.1 µM), for the others: top-dose activity change, negative = inhibition, actives largely listed as inhibitors; 230,000 compounds, 1.6% hits; active = well fitted inhibition curve with a large enough effect, not every such curve was filed as active; inconclusive = small, poorly fitted or top-dose-only effect, or another doubt; inactive = no such curve, though single readings can be large or run the other way;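 also: 0% = wells with enzyme and -100% = buffer wells without enzyme; nearly all actives have a fitted effect of over 50% in size; many of its hits are not listed in these tables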
L3MBTL1 inh = qHTS Assay for the Inhibitors of L3MBTL1 | Lethal(3)malignant brain tumor-like protein 1 (Homo sapiens), Q9Y468 | AlphaScreen L3MBTL1–H3K9me1 peptide binding | Potency, µM (series often up to 57.1 µM), inactives show at the highest dose activity, negative = inhibition, actives largely listed as inhibitors | 230,000 compounds, 0.66% hits; also: nearly all actives have a fitted effect of over 60% in size
Target sequence (Q9Y468 whole entry, looked up): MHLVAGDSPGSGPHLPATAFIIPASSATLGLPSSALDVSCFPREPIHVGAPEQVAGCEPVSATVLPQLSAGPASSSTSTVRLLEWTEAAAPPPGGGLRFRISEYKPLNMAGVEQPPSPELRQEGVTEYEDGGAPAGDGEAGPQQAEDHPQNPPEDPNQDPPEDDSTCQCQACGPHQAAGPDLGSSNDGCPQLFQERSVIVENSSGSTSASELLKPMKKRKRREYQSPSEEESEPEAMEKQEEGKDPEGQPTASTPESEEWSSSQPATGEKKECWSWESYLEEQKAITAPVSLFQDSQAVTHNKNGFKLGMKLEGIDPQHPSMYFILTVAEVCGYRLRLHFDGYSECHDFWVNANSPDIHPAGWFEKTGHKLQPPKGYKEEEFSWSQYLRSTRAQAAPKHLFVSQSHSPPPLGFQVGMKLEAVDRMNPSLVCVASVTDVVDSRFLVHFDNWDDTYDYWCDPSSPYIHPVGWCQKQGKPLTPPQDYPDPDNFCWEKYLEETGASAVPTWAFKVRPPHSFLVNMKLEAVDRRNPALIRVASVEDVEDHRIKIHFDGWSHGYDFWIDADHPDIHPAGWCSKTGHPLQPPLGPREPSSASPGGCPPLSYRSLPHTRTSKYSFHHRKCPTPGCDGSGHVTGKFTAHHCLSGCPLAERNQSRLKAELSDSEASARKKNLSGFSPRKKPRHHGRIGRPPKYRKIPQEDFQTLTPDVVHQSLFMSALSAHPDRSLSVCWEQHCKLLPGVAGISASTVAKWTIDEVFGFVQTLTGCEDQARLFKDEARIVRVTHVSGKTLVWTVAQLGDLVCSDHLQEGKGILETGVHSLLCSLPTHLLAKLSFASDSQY
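L3MBTL1 50 nM + b-AHA-H3(1-15)K9me1 75 nM, 30 min RT; compound added, 30 min RT; streptavidin donor/Ni-chelate acceptor beads 10 ug/mL each final, 30 min RT dark; AlphaScreen read.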
RECQ1 inh = qHTS Assay for Inhibitors of RecQ-Like Dna Helicase 1 (RECQ1). RECQ1 DNA unwinding, red fluorescence kinetic read. ATP-dependent DNA helicase Q1 (Homo sapiens), P46063. Potency, µM (series often up to 57.3 µM), for inactives: at the highest dose activity, negative = inhibition, hits mostly inhibitors. AID 2549, 2010. 240,000 compounds, 0.54% hits;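 also: plate controls were vehicle for no effect and no enzyme for full effect; nearly all actives have a fitted effect of over 30% in size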
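50 nM RECQ1T1 preincubated 15 min with compound in Tris pH 8.0 buffer with MgCl2, DTT, Tween-20 and 2.5 ug/ml poly(dI-dC); started with 200 nM TAMRA/BHQ-2 forked duplex and 2 mM ATP. Unwinding read as fluorescence (525/598 nm), two reads 2 h apart.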
Tau ThT inhib = qHTS for Inhibitors of Tau Fibril Formation, Thioflavin T Binding; Microtubule-associated protein tau (Homo sapiens), P10636; recombinant tau K18 P301L (four-repeat tau fragment), heparin-induced fibrillization, ThT fluorescence; Potency, µM (highest dose often 57.4 µM), without a hit: at the highest dose activity, negative = inhibition, hits mostly inhibitors; 270,000 compounds, 2.1% hits; AID 1460, 2008; also: nearly all actives have a fitted effect of over 55% in size
Target sequence (P10636 561-689 P618L limits assumed): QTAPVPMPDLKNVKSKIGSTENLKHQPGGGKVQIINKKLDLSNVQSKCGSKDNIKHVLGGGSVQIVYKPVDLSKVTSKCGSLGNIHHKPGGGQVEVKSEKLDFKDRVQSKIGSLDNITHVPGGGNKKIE
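Tau K18 P301L fragment (15 uM unlabeled plus 0.24 uM Alexa 594-labeled) in 100 mM sodium acetate pH 7 with compound, fibrillization induced by 20 uM heparin for 6 hr at 37 C. Thioflavin T (30 uM) added, fluorescence read after 1 hr (ex 450, em 510 nm).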
* marks the source's active call; other numbers are inactive results; i = inactive; ? = inconclusive; · = not tested or not shown; [ ] = another dose, or the depositor's remark. Unless noted, calls follow the shape of the dose curve; as a rule, active = well fitted curve in the direction sought with a large enough effect; inconclusive = small, poorly fitted or top-dose-only effect, or another doubt; inactive = no such curve, though single readings can be large; an effect the other way counts as inactive or inconclusive. Unless noted, % is scaled to controls: 0 for no effect and ±100 for the full control effect; potency is read from the fitted curve at half-maximal effect. This is a subset; the hit share may differ from the screen's.

canonical_smiles,Tau ThT inhib,RECQ1 inh,KDM4E inh,L3MBTL1 inh
COC(C[C@H]1O[C@H]1[C@H](O)COCc1ccccc1)OC,12%,i,13%,·
CCOC(=O)C1=NN(c2ccc(Cl)cc2)C(=O)C1,?,-1%,?,·
C/C=C/C(=O)N1CC2(CC(c3cccc(NC(=O)COc4ccc(Cl)cc4)c3)=NO2)C[C@@H]1C(N)=O (stereo partly drawn),0%,i,?,·
Cc1cc(OCCCCOc2ccc(C#N)cc2)ccc1[N+](=O)[O-],-16%,6%,-10%,·
CCN1CCN(c2nc(Nc3cc(OC)ccc3OC)nc(Nc3cc(OC)ccc3OC)n2)CC1,?,i,-28%,·
CC(C)C[C@H](NC(=O)c1nc[nH]c1C(=O)NCC(=O)OC(C)(C)C)C(=O)OCc1ccccc1,-7%,-12%,3%,·
C[C@H](c1ccccc1)n1nnc(COCc2ccccc2)c1C#CCOCc1ccccc1,-5%,i,-4%,·
O=C(Cn1nc(-c2ccccc2)c2ccccc2c1=O)Nc1ccc(O)cc1,-10%,i,-4%,·
Cc1cccc(Cn2c(SCCN3CCCCC3)nc3c2c(=O)[nH]c(=O)n3C)c1,16%,-8%,15%,·
O=C(NCc1nc2ccccc2[nH]1)C1=C[C@H](c2csc3ccccc23)C[C@H](OCc2ccc(CO)cc2)O1,-2%,-6%,-23%,·
NCCCC[C@H]1CNC(=O)C(=O)N1CCC12CC3CC(CC(C3)C1)C2,-1%,i,0%,·
Cc1ccc(NC(=O)C(C)N=C2NS(=O)(=O)c3ccccc32)cc1F (stereo not drawn),-5%,-1%,-4%,·
CC1CCC/C=C/C(=O)c2c(O)cc(O)cc2CC(=O)O1 (stereo not drawn),?,-9%,-3%,·
Oc1ccc[n+](/C=C\c2ccccc2)c1,·,·,·,3%
COC(=O)c1cc(C(=O)OCC(=O)NNC(=O)c2cccs2)cc([N+](=O)[O-])c1,·,·,·,-2%
COc1ccccc1NS(=O)(=O)c1cc(NC(=O)COc2ccccc2)ccc1N1CCOCC1,·,·,·,-8%
O=C(OCc1nnc(-c2ccccc2)o1)c1cccc(S(=O)(=O)N2CCOCC2)c1,·,·,·,2%
CCOC(=O)CCNC(=O)N1CCCC(N(C)CCc2ccccc2)C1 (stereo not drawn),·,·,·,1%
Cc1ccc(S(=O)(=O)N2CCOCC2)cc1NC(=O)CSc1nnc(C2CC2)n1C1CC1,·,·,·,-1%
COC(=O)c1ccc(NC(=O)c2cc[n+](Cc3ccccc3)cc2)cc1,·,·,·,-4%

Later entries:
canonical_smiles,Tau ThT inhib,RECQ1 inh,KDM4E inh,L3MBTL1 inh
O=S(=O)(c1ccc(F)cc1)N1CCc2ccccc2C1,·,·,·,5%
O=C(COC(=O)c1ncc(Cl)c(Cl)c1Cl)NCc1cccs1,·,·,·,-1%
O=C(CNC(=O)c1ccc(Br)o1)NNC(=O)COc1ccccc1Cl,·,·,·,2%
CN(C)S(=O)(=O)c1cc(NC(=O)COC(=O)CC2CC3CCC2C3)ccc1Cl (stereo not drawn),·,·,·,3%
CC1CCCC(C)N1C(=O)COC(=O)CNC(=O)c1ccccc1F (stereo not drawn),·,·,·,-3%
Cc1cccc(OCc2nnc(SCCC(=O)O)n2-c2ccccc2)c1,·,·,·,-1%[2.29 µM]
Nc1c(Cl)cc(-c2[nH]c3cc(C(=O)NCCO)ccc3c(=O)c2O)cc1Cl,·,·,·,6%
COc1ccc(CCNC(=O)CCc2ccccc2O)cc1OC,·,·,·,8%
O=C(NCC(c1ccco1)N1CCc2ccccc21)c1ccccc1Cl (stereo not drawn),·,·,·,-6%
CCCOc1ccc(CNC(=O)c2ccc3nc(N4CCOCC4)sc3c2)cc1,·,·,·,-8%
Cc1ccc(S(=O)(=O)NCCC(=O)N2CCC(C(N)=O)CC2)cc1C,·,·,·,3%
Cc1ccc(C(=O)CCC(=O)Nc2cc(C)ccn2)cc1,·,·,·,-2%
CC[C@@]1(C(=O)OC)N[C@H](CN(C)C(=O)Nc2ccc(C)cc2)[C@@H]2C(=O)N(Cc3ccccc3)C(=O)[C@@H]21,·,·,·,0%
O=C(c1cccc(S(=O)(=O)N2CCOCC2)c1)N(CCc1ccccc1)Cc1ccccc1,·,·,·,-11%
COC(=O)c1ccc(CNC(=O)CSC(C)C(=O)Nc2cc(C)on2)cc1 (stereo not drawn),·,·,·,-1%
COc1ccc(N(CC(=O)Nc2ccccc2C(F)(F)F)C2=NC3CS(=O)(=O)CC3S2)cc1 (stereo not drawn),·,·,·,10%
Cn1c(N)c(C(=O)COC(=O)Cc2c(F)cccc2Cl)c(=O)n(C)c1=O,·,·,·,-5%
CCN(C(=O)C1CCN(c2nc(-c3ccc(OC)cc3)no2)CC1)c1ccccc1,·,·,·,-3%
COC(=O)c1cc(NC(=O)CN2CCc3cc4c(cc3C2)OCCCO4)cc(C(=O)OC)c1,·,·,·,-5%
CC(=O)Nc1ccc(OCc2nnc(-c3ccccc3)o2)cc1,·,·,·,0%

Entries of single compounds as entered above. Screens in order: Tau ThT inhib	RECQ1 inh	KDM4E inh	L3MBTL1 inh
COc1ccc(CCNC(=O)CCc2ccccc2O)cc1OC reads ·	·	·	8%
Nc1c(Cl)cc(-c2[nH]c3cc(C(=O)NCCO)ccc3c(=O)c2O)cc1Cl reads ·	·	·	6%

Next section.
canonical_smiles,Tau ThT inhib,RECQ1 inh,KDM4E inh,L3MBTL1 inh
CCN(CC)CCCN(C(=O)c1ccc(Br)cc1)c1nc(-c2ccc(OC)cc2)cs1,·,·,·,-3%
CC(Sc1nnc(-c2ccccc2F)n1C1CC1)C(=O)N1CCCC1 (stereo not drawn),·,·,·,17%
Cc1ccc(S(=O)(=O)CCC(=O)N(C)c2c(N)n(Cc3ccccc3)c(=O)[nH]c2=O)cc1,·,·,·,7%
Cc1cccc([C@@H]2[C@@H]3C(=O)N(Cc4ccccc4)C(=O)[C@@H]3[C@]3(C)C(=O)N(c4ccc(Br)cc4)C(=O)N23)c1,·,·,·,-1%
CCn1c(SCC(=O)N(C)C)nc2cc(S(=O)(=O)N3CCCCC3)ccc21,·,·,·,1%
CN(C(=O)CSc1nnc(-c2ccc(OC(F)F)cc2)n1N)C1CCS(=O)(=O)C1 (stereo not drawn),·,·,·,4%
Nc1ncnc2c1ncn2[C@@H]1O[C@H](CNC(=O)[C@@H](N)CO)[C@@H](O)[C@H]1O,·,·,·,4%
COc1ccc(NC(=O)CN2C(=O)CSc3ncccc32)cc1,·,·,·,13%
O=C(O)C1CCCN1C(=O)C12CC3CC(CC(C3)C1)C2 (stereo not drawn),·,·,·,0%[2.29 µM]
NS(=O)(=O)c1ccc(CCNC(=O)C(=O)Nc2cc3c4c(c2)CC(=O)N4CCC3)cc1,·,·,·,8%
CCOC(=O)[C@H]1[C@H]2COc3ccc(Cl)cc3[C@@H]2N2C(=O)[C@@H](C)NC(=O)[C@@]12C,·,·,·,-3%
COc1ccc(C(=O)OCC(=O)Nc2ccc3c(c2)OCCO3)c(OC)c1,·,·,·,5%
CCOC(=O)C1CCCN(S(=O)(=O)c2ccc3c4c2CC(=O)N4CC(C)S3)C1 (stereo not drawn),·,·,·,-3%
Cc1cc(OCC(=O)N[C@@H](CSCc2ccccc2)C(=O)O)c2c(C)c(C)c(=O)oc2c1,·,·,·,7%
CC(C)(C)OC(=O)NCCCC[C@@H](C(=O)NCCCCCCCCCCC(=O)N1CCN(C(=O)OC(C)(C)C)CC1)n1cc(CCCC(=O)O)nn1,·,·,·,2%
Cc1c(C(=O)NC2CC2)oc2ccccc12,·,·,·,-4%
Cc1ccc(C(=O)OCC(=O)NCCc2ccc(S(N)(=O)=O)cc2)o1,·,·,·,-5%
CCN1CCN(c2ccc(S(=O)(=O)N3CCOCC3)cc2NC(=O)c2ccc(Cl)s2)CC1,·,·,·,-1%
O=C(NCc1cc(C(F)(F)F)ccc1Cl)c1cccc2c1C(=O)c1ccc(-c3ccc(OC(F)(F)F)cc3)cc1S2(=O)=O,·,·,·,6%
CCN(c1ccc(C(=O)CN2C(=O)NC3(CCOc4ccccc43)C2=O)cc1)S(C)(=O)=O (stereo not drawn),·,·,·,0%

Next entries.
canonical_smiles,Tau ThT inhib,RECQ1 inh,KDM4E inh,L3MBTL1 inh
CC1(NC(=O)Cc2ccc(S(=O)(=O)N3CCOCC3)s2)CCS(=O)(=O)C1 (stereo not drawn),·,·,·,-1%
CC1CCCN(S(=O)(=O)CCNC(=O)c2ccccc2)C1 (stereo not drawn),·,·,·,0%
CC(C)(Cc1ccc(O)cc1)NC(=O)c1ccccc1,·,·,·,6%
COc1cc2ccccc2cc1C(=O)OCC(=O)N(C)c1c(N)n(Cc2ccccc2)c(=O)[nH]c1=O,·,·,·,-10%
CC[C@]1(C(=O)OC)[C@H]2C(=O)N(C)C(=O)[C@H]2[C@H]2CN=C(SCc3ccc(C)cc3)N21,·,·,·,6%
CCCn1nnnc1NCc1ccc(CC)cc1,·,·,·,-3%
CCOc1ccc(CCNC(=O)COC(=O)c2ccc(F)c(S(=O)(=O)N3CCOCC3)c2)cc1OCC,·,·,·,1%
O=C(COC(=O)c1ccc(O)cc1O)Nc1nnc(-c2ccccc2)o1,·,·,·,41%[activator]
CN(C(=O)CSc1nnc(-c2ccc(F)cc2)n1C)C1CCS(=O)(=O)C1 (stereo not drawn),·,·,·,1%
COc1cccc(-c2c(-c3cc(OC)cc(OC)c3)n(C)c3ccc(-c4cnc(OC)nc4)cc23)c1,·,·,·,-4%
COc1ccc(NS(=O)(=O)c2cc(NC(=O)CCNC(C)=O)ccc2N2CCOCC2)cc1,·,·,·,4%
O=C(CN1C(=O)NC2(CCCCC2)C1=O)N1CCN(S(=O)(=O)c2cccc([N+](=O)[O-])c2)CC1,·,·,·,0%
CCOc1ccccc1NC(=O)COC(=O)C(Cc1ccccc1)NC(=O)c1ccco1 (stereo not drawn),·,·,·,-1%
COc1ccc(S(=O)(=O)n2cnc3ccccc32)cc1OC,·,·,·,4%
CCC1(c2ccccc2)NC(=O)N(CC(=O)NNC(=O)CCN2CCN(c3ccccc3)CC2)C1=O (stereo not drawn),·,·,·,0%
COc1ccccc1CCNC(=O)C(=O)NCC1OCCN1S(=O)(=O)c1ccc(Cl)cc1 (stereo not drawn),·,·,·,-3%
CC1CN(C(=O)CSc2nnc(NC(=O)NC(C)(C)C)s2)CC(C)O1 (stereo not drawn),·,·,·,0%
CN(C(=O)COC(=O)CNC(=O)c1cccs1)c1c(N)n(Cc2ccccc2)c(=O)[nH]c1=O,·,·,·,0%
CCOc1ccc(CCNC(=O)c2cc(S(=O)(=O)N3CCOCC3)ccc2C)cc1OCC,·,·,·,0%
CC(=O)N[C@@H](Cc1ccc(O)cc1)CN1C(N)=NC[C@@H]1CC(C)C,·,·,·,15%
CC(C)(C)CN1CCN(CCCc2ccccc2)C(CCO)C1 (stereo not drawn),·,·,·,0%
Cc1cc(Br)ccc1NC(=O)CNC(=O)c1ccc(-n2cncn2)c([N+](=O)[O-])c1,·,·,·,1%

Source: PubChem (National Center for Advancing Translational Sciences (NCATS))
